High-throughput results (PubChem)
CF NFkB inh: inhibitors of PAF-induced NF-kB signaling, primary screen, cell-based, GFP fluorescence, uHTS; inhibition, % at 5 µM; AID 588850, 2011; 0.86% of 360,000 active; KKLEB NF-kB-GFP reporter, GFP fluorescence overnight;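 active means at least 50% inhibition at 5 µM, scaled per plate between neutral and stimulator controls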;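 further: PAF is a Pseudomonas aeruginosa culture filtrate used as stimulus; plate controls were PAF-stimulated DMSO wells for no effect and unstimulated DMSO wells for full effect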
Peg3 promoter: Peg3 promoter-driven luciferase inhibitors, primary screen, cell-based, HeLa, luciferase luminescence; HeLa PEG-Prom luciferase reporter, overnight; 1.7% of 360,000 active; AID 588405, 2011; inhibition, % at 20 µM;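 active means inhibition of at least 50% at 20 µM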
KKLEB cytotox: cytotoxicity in KKLEB CF airway cells, primary screen, cytotoxicity control for CF NF-kB inhibitor project, cell-based, uHTS, fluorescence assay plates; AID 602141, 2011; 0.36% of 360,000 active; KKLEB CF airway cells viability, ATPlite luminescence, overnight; active compounds read low; cells stimulated with P. aeruginosa culture filtrate; activity change (cytotoxicity), % at 5 µM;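 active means corrected activity change at or below -50% at 5 µM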
hiPSC survival: enhancers of single-cell hiPSC survival, primary screen, ATPlite luminescence | 100% = ROCK inhibitor wells, 0% = DMSO | survival enhancement, % at 20 µM | 0.044% of 360,000 active; in the data active means survival enhancement above about 18%;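 further: cells exposed to compounds for 16 hours before the ATP read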
NR2E3 ag-1: inhibitors of NR2E3-RetCOR corepressor binding, primary screen, NR2E3 agonist project, biochemical, TR-FRET, GST-NR2E3, biotin-RetCOR; Photoreceptor-specific nuclear receptor (Homo sapiens), Q9Y5X4; 1536-well; inhibition of corepressor binding, % at 4.78 µM; 0.12% of 320,000 active; AID 2300, 2010;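 active means percent inhibition above the cutoff of mean plus 3 SD of all tested compounds, set per screening campaign, cut at about 20% in these data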;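 further: 0% = DMSO wells and 100% = biotin wells as full block of FRET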
Target sequence (Q9Y5X4 whole entry, looked up): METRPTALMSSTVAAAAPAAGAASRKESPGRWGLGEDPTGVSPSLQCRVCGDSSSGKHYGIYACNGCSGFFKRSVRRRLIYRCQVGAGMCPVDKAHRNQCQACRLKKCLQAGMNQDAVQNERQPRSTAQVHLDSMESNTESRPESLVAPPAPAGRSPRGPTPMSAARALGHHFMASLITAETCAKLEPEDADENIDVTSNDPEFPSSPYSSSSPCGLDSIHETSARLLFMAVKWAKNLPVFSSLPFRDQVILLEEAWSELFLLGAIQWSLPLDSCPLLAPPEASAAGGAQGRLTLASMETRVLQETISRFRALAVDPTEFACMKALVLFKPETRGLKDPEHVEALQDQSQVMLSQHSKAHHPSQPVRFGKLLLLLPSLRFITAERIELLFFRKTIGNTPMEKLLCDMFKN
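System: GST-tagged NR2E3 plus biotinylated RetCOR corepressor; Buffer or medium: pH 7.5 Tris-based buffer; Probe or stimulus: RetCOR corepressor, biotinylated, 7 nM; Doses: compound at 4.8 µM, single dose; Schedule: 5 h incubation at 4 °C; Technique: time-resolved FRET; Evaluation: percent inhibition of TR-FRET ratio; Replication: one well per compound, singlicate testing.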
TWEAK Fn14 block: inhibitors of TWEAK-Fn14 signaling, primary screen, luciferase reporter cells, uHTS | TWEAK-stimulated Fn14 reporter cells, luciferase luminescence, 8 h | inhibition, % at 10 µM | 2% of 360,000 active | AID 1159606, 2016; in the data active means inhibition above about 50%
aDG glyco up: activators of alpha-DG glycosylation, primary screen, uHTS, Pro5-aDG cells, AlphaScreen; alpha-DG glycosylation AlphaScreen (IIH6); 0% Pro5, 100% B10-LARGE cell signal; activation, % at 10 µM; 0.22% of 360,000 active; AID 624168, 2012;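 active means activation of at least 8% versus controls, or a plate z-score of at least 8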;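 further: Pro5 are CHO cells carrying HIG-tagged alpha-DG that lacks glycosylation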
MITF TRPM1 inh: inhibitors of MITF-dependent TRPM1 promoter reporter, primary screen, cell-based, SK-MEL-5, single point, luciferase; 0.83% of 330,000 active; AID 488899, 2010; SK-MEL-5 TRPM1 promoter luciferase, 24 h; inhibition, % at 12.5 µM;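 active means mean inhibition across replicates of 60% or more, whatever share of single replicates reaches that level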; further: values of inactives mirror those of a sister screen read the other way
HIF-2a block: HIF-2a reporter inhibitors, primary screen, luminescence, 786-0 RCC cells; 0.72% of 360,000 active; 786-0 RCC cells HIF-2a reporter, luciferase luminescence, overnight; inhibition, % at 18.8 µM;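 active means inhibition of the luminescence signal of 40% or more relative to plate controls, in a single-dose primary screen at 18.75 µM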
Shn3 3UTR inh: reduction of Shn3 3'UTR firefly luciferase signal, primary screen, Schnurri-3 inhibitor project, cell-based, Clone20 osteoblasts, set 2; Clone20 osteoblast Shn3 3'UTR firefly luciferase, 24 h; inhibition, % at 12.5 µM; 0.52% of 360,000 active; AID 588674, 2011;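 active means mean inhibition of at least 75% with every replicate also reaching 75%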;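 further: 0% = median of neutral control wells and 100% = pilot-screen positive control compound; some compounds past the cut are filed as inactive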
NR2E3 ag-2: NR2E3 agonists in two-hybrid cells, primary screen, cell-based, luminescence, CHO-S, Gal4-NCOR/VP16-NR2E3; Photoreceptor-specific nuclear receptor (Homo sapiens), Q9Y5X4; luciferase; inhibition of corepressor binding, % at 3.98 µM; 0.35% of 360,000 active; AID 602229, 2012;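 active means inhibition above the mean of all tested compounds plus 3 SD, cut at about 70% in these data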;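 further: 0% = DMSO with NR2E3 transfected cells and 100% = cells lacking NR2E3 construct; higher means lower luciferase signal from less NR2E3 corepressor binding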
An asterisk follows results filed as active; nt = no result given.

SMILES | CF NFkB inh | Peg3 promoter | KKLEB cytotox | hiPSC survival | NR2E3 ag-1 | TWEAK Fn14 block | aDG glyco up | MITF TRPM1 inh | HIF-2a block | Shn3 3UTR inh | NR2E3 ag-2
NC(=O)NCc1cccs1 | 0 | 2 | 3 | -1.4 | 5 | 7 | -0.2 | -8 | 11 | -1 | -9
CCOc1ccc(C(=O)CN2CCN(S(=O)(=O)c3ccc(OC)cc3)CC2)cc1 | 6 | -1 | 5 | -1.5 | -4 | -2 | 0.0 | 1 | 0 | 0 | 7
Cc1ccc(-n2cc[nH]c2=S)c(C)c1 | -20 | 5 | -8 | 0.5 | 4 | 14 | 0.0 | -3 | 11 | -1 | 1
Cc1cc(=O)oc2cc(NC(=O)c3ccnn3C)ccc12 | -12 | -199 | 4 | 0.1 | 3 | -41 | 0.3 | -80 | -114 | -47 | -45
O=S(=O)(NCC1CCCO1)c1ccc(Br)s1 (stereo not given) | 1 | 7 | -6 | 1.5 | 2 | -4 | -0.2 | 9 | 7 | -12 | 0
CCc1nc2ccccc2c(C(=O)OCc2nc3ccccc3c(=O)[nH]2)c1C | 15 | 44 | -20 | -2.0 | nt | 37 | -0.1 | 10 | -6 | 16 | -33
Cc1cc(C)c2c(N)c(C(=O)c3ccc(Cl)cc3)sc2n1 | -23 | -48 | 0 | -1.0 | 2 | -25 | -0.4 | -45 | -109 | 10 | -37
CCn1c(SCc2ccc(F)cc2)nc2ccccc2c1=O | 14 | 13 | -4 | -0.4 | -2 | -34 | 0.2 | -20 | 2 | 0 | 23
CCOC(=O)c1ccc(NC(=O)c2nc[nH]c2C(=O)N[C@H](C)CO)cc1 | 25 | -14 | -23 | 1.0 | nt | -21 | 0.0 | nt | -22 | 4 | -7
O=C(c1cccc(F)c1)N1CCC(O)(c2cccnc2)CC1 | -16 | 16 | 2 | 1.0 | 3 | -7 | -0.2 | 11 | 2 | 1 | -11
O=C(NCc1nnnn1-c1ccccc1)c1ccc2ccccc2c1 | -4 | 0 | 12 | 1.1 | nt | 19 | -0.2 | nt | 7 | 15 | -13
COc1ccnc(Oc2ccc(F)cc2)c1C#N | 19 | -33 | 6 | -1.1 | -5 | 10 | -0.1 | -5 | -55 | -9 | -35

Compounds from the list above with an aryl methoxy group:
SMILES | CF NFkB inh | Peg3 promoter | KKLEB cytotox | hiPSC survival | NR2E3 ag-1 | TWEAK Fn14 block | aDG glyco up | MITF TRPM1 inh | HIF-2a block | Shn3 3UTR inh | NR2E3 ag-2
CCOc1ccc(C(=O)CN2CCN(S(=O)(=O)c3ccc(OC)cc3)CC2)cc1 | 6 | -1 | 5 | -1.5 | -4 | -2 | 0.0 | 1 | 0 | 0 | 7
COc1ccnc(Oc2ccc(F)cc2)c1C#N | 19 | -33 | 6 | -1.1 | -5 | 10 | -0.1 | -5 | -55 | -9 | -35

Other structures follow.
SMILES | CF NFkB inh | Peg3 promoter | KKLEB cytotox | hiPSC survival | NR2E3 ag-1 | TWEAK Fn14 block | aDG glyco up | MITF TRPM1 inh | HIF-2a block | Shn3 3UTR inh | NR2E3 ag-2
CCCCn1c(SCC(=O)c2c(N)n(C3CC3)c(=O)[nH]c2=O)nc2cc(S(N)(=O)=O)ccc21 | 11 | 0 | -11 | 1.0 | nt | -12 | -0.1 | -6 | 1 | -5 | 0
Cc1ccc(NS(=O)(=O)c2cccc(C(=O)N3CCCCC3)c2)cc1 | -14 | 10 | -3 | 0.3 | nt | 12 | 0.3 | 4 | 9 | -4 | -13
COc1ccc(C(=O)OCc2cc(=O)n3ccsc3n2)cc1F | 36 | -136 | -22 | 5.1 | nt | -30 | -0.4 | -43 | -113 | -7 | 7
COc1cc(NC(=O)C2CCCO2)c(OC)cc1NC(=O)c1ccccc1 (stereo not given) | 5 | -9 | -3 | -2.2 | -1 | 3 | -0.1 | 7 | -14 | 4 | -13
COC(=O)c1ccc(CSc2nnc(Nc3cccc(OC)c3)s2)o1 | 2 | 11 | -2 | 2.9 | 1 | 8 | 0.1 | -7 | -11 | 6 | 5
CCOC(=O)c1cc2c(=O)n3cccc(C)c3nc2n(Cc2ccco2)c1=NC(=O)c1cccnc1 | -60 | -30 | 15 | -0.9 | nt | 0 | 0.0 | -7 | -70 | -6 | -31
CCn1c(-c2nn(C)c(C)c2Cl)n[nH]c1=S | -3 | 14 | 5 | -0.6 | 2 | 10 | 0.0 | 2 | 15 | 9 | 2
COc1ccc(-n2nnnc2SCC(N)=O)cc1 | 0 | 15 | 5 | -0.3 | -5 | 4 | -0.2 | -8 | 14 | -6 | -7
O=C(O)CCCN1C(=O)C2C3CCC(C3)C2C1=O (stereo not given) | 12 | -12 | 2 | 1.9 | nt | 9 | -0.3 | nt | 6 | 12 | 1
Nc1c(C(=O)Nc2ccccc2F)sc2nc(-c3ccco3)ccc12 | -2 | -66 | 3 | -1.1 | 2 | -11 | 0.0 | -4 | -144 | 17 | -67
O=C(COC(=O)c1ccc(S(=O)(=O)N2CCCC2)cc1)Nc1ccc(N2CCOCC2)cc1 | 4 | 6 | -4 | -0.2 | 1 | 1 | -0.4 | 9 | 4 | -2 | -13
Cc1ccc(F)cc1S(=O)(=O)NCc1ccc(N2CCN(C)CC2)cc1 | 6 | -10 | -10 | -0.6 | 1 | 5 | 0.1 | nt | -15 | -16 | -9
CCCCCn1nc(C(=O)N(CC)c2c(N)n(CCCC)c(=O)[nH]c2=O)c2ccccc2c1=O | 2 | 0 | -15 | 2.2 | nt | 1 | 0.0 | 18 | 8 | -2 | -8
Cc1nc2ccc(C(=O)NC(C)(C)C)cn2c1N(C)C(=O)CCc1ccccc1 | -4 | 6 | -9 | 3.1 | nt | -6 | -0.2 | nt | 8 | -15 | 5
Cc1cc(C)n(Cc2cc(C(=O)O)c3ccccc3n2)n1 | -10 | 7 | 3 | -1.0 | -1 | -7 | -0.1 | -8 | 12 | -5 | -2
CC(=O)Nc1ccccc1NC(=O)C/C(C)=N/NC(=O)c1ccncc1 | -22 | 1 | -3 | -1.9 | 2 | 11 | 0.0 | 1 | 17 | -18 | -18
C[C@H]1CN([C@@H](C)CO)C(=O)c2cc(C3=CCCCC3)cnc2O[C@@H]1CN(C)C(=O)Cc1ccccc1 | 0 | 23 | 4 | 1.5 | nt | -5 | -0.1 | nt | -9 | 5 | -19
COc1cc(OC)cc(C(=O)Nc2ccc(Nc3ccccc3)cc2)c1 | -14 | -103 | 12 | 0.0 | 1 | -18 | 0.0 | -29 | -190 | -21 | -29
O=C(CCNC(=O)Cn1ccc2ccccc2c1=O)NCc1ccc(F)cc1Cl | 4 | 11 | 7 | 1.5 | 2 | 5 | 0.1 | 5 | 19 | 10 | -11
O=C(COC(=O)c1ccccn1)Nc1cccnc1Cl | 15 | -1 | -24 | 0.1 | -2 | 8 | 0.0 | 5 | 1 | -18 | 8
Cc1cccn2c(=O)c3cc(C(=O)NC4CCCC4)c(=N)n(CCCN4CCOCC4)c3nc12 | -3 | -11 | -10 | -0.3 | 6 | 4 | 0.5 | 5 | 20 | 21 | 3
O=C(CN1C(=O)C2CC=CCC2C1=O)NCc1ccc2c(c1)OCO2 (stereo not given) | 4 | 8 | 0 | 1.4 | 0 | -3 | -0.3 | -5 | 15 | -8 | 7
CC(=O)c1nc(N2C(=O)CC(Cc3cc(C)cc(C)c3)C2=O)sc1C (stereo not given) | 9 | 17 | -21 | 1.7 | 12 | 13 | -0.1 | 9 | 13 | -12 | 17
O=C(O)CC(C(=O)O)c1cn(Cc2ccccc2)c2ccccc12 (stereo not given) | 9 | 14 | -9 | -0.8 | 0 | -1 | -0.1 | 21 | 9 | -6 | 0
COc1ccc(C(C)=O)cc1Cn1c(C)c(C(=O)NCc2cccc(Cl)c2)sc1=O | 7 | 13 | -2 | -1.9 | nt | -5 | -0.1 | nt | 9 | -7 | 27
Cc1c(NC(=O)CSc2nncn2-c2ccccc2)c(=O)n(-c2ccccc2)n1C | -5 | 10 | -7 | 1.4 | 3 | 6 | 0.2 | -10 | 5 | 4 | -11
Cc1noc(/C=C/N(C)C)c1S(=O)(=O)N1CCCC(C(=O)NC(C)c2ccccc2)C1 (stereo not given) | -2 | 12 | -1 | -2.0 | 4 | 9 | -0.2 | -2 | 0 | 5 | -28
CC(=O)Oc1ccc(-c2cccc(C(=O)NCC(=O)O)c2)cc1 | -5 | 4 | 0 | 2.1 | 0 | -14 | -0.3 | 16 | 8 | 1 | -29
C=CCc1cc(/C=N/n2cnnc2)cc(OCC)c1O | -2 | 14 | 2 | -0.9 | -2 | -13 | 0.0 | -4 | 1 | 20 | 3
COc1cccc(NC(=O)CN2C(=O)COc3ccc(S(=O)(=O)N4CCOCC4)cc32)c1 | -1 | 20 | 7 | -0.3 | 0 | -1 | -0.3 | 0 | -1 | 7 | 13
COc1cc(C(C)=O)ccc1OCC(O)CN(CCO)Cc1ccccc1 (stereo not given) | -16 | 7 | 20 | -0.2 | -2 | 11 | 0.1 | -1 | 11 | 0 | 2
O=c1[nH]c2ccccc2c(O)c1Cc1ccccc1 | 4 | 6 | 3 | -1.4 | 3 | 2 | 0.1 | -9 | 15 | -7 | 17
Cc1ccc(-n2nc(C)c3cc(C(=O)O)sc32)cc1 | -7 | 9 | 0 | 2.7 | 2 | 86* | -0.1 | 1 | -12 | -2 | -5
C/C(=N\N=C(N)N)c1ccc(Cl)cc1 | -8 | 28 | -5 | -1.8 | -2 | 4 | 0.6 | -7 | 18 | 1 | -32
CCCn1c2ccccc2c2cnn(CC(=O)NC3CCN(Cc4ccccc4)CC3)c(=O)c21 | 8 | 15 | 0 | 0.0 | -1 | -5 | 0.3 | -7 | -5 | -6 | 5
Nc1ccc(Nc2nc(-c3cccs3)cs2)cc1 | -24 | -239 | 2 | -0.5 | 1 | 9 | -0.2 | -68 | -323 | -97 | -67
Cc1ccc(-c2ccc(=O)n(CC(=O)N3CCN(c4cccc(C)c4)C(C)C3)n2)cc1 (stereo not given) | -2 | 11 | 7 | -1.3 | 3 | 11 | 0.0 | 9 | 9 | 17 | 9
CSCc1ccc(C(=O)N2CCCC(Nc3ccc(F)cc3)C2)o1 (stereo not given) | 9 | -4 | -3 | -0.6 | 0 | 5 | 0.1 | -4 | 14 | 5 | -10
COc1ccccc1C=NN1C(=O)CSC1=S | -11 | -5 | 16 | -1.4 | nt | -7 | 0.0 | 7 | -17 | 76 | 2
CCn1nc(C(=O)OCC(=O)N2CC(=O)Nc3ccccc32)c2ccccc2c1=O | -8 | 11 | 4 | -0.2 | 3 | -11 | -0.9 | 9 | 11 | -6 | 10
